# XiGFP reactiv = activators of inactive X chromosome reactivation, primary screen, imaging, XiGFP fibroblasts, GFP high-content imaging, set 2; XiGFP mouse fibroblasts, % GFP-positive cells imaging, 3 d; cells co-treated with 5-aza-dC sensitizer; scaled so ellipticine positive control = 100%; activation, % at 7.58 µM; hit rate 0.055% among 360,000; AID 743238, 2013;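 active = mean normalized replicate activation at least 10% and every replicate at or above 10%; inconclusive = only one of the two criteria met; inactive = mean below 10% and not all replicates reach 10%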;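 also: 0% = median of on-plate neutral control wells and 100% = ellipticine 6 µM median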
#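 assay system = SV40-immortalized XiGFP fibroblast cells, line 68-5-11 | buffer or medium = DMEM plus 5-aza-dC sensitizer | doses = single-point pinned compound dosing | times = 3-day compound exposure, then 15 min fixation at room temperature | benchmarks = positive control ellipticine, 6 µM final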
# DENV2 CPE = inhibitors of DENV2 cytopathic effect, primary screen, cell-based, plate reader, single concentration | DENV2-infected cells, cytopathic effect rescue | hit rate 1.7% among 350,000 | CPE inhibition, % at 9.99 µM | AID 651640, 2012; in the data active = CPE inhibition above about 20%, passing the limit was not always enough; inconclusive = no clear call, values can overlap the other calls; tested in BHK-21 cells;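 also: 0% = median of neutral control wells and 100% = median of positive control wells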
# GSIS activator = GLuc luminescence reporter in INS-1E cells, primary screen for activators of glucose-dependent secretion of insulin; AID 743287, 2014; activation, % at 16.6 µM; INS-1E GLuc reporter insulin secretion, 2-3 h; hit rate 0.61% among 370,000;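 active = lowest replicate activation of at least 40%, so every replicate reaches that level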;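 also: 0% = median of neutral control wells and 100% = median of IBMX positive control wells; some compounds called inactive have numbers as strong as hits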
# RAD52 anneal inh = RAD52 DNA annealing inhibitors, primary screen, biochemical, FRET, single point, set 2; inhibition, % at 18.7 µM; hit rate 0.46% among 360,000; recombinant RAD52 DNA annealing, FRET fluorescence;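 active = every replicate showing at least 50% inhibition; inconclusive = mean inhibition at least 50% but not in every replicate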
# Target sequence (P43351 whole entry, looked up): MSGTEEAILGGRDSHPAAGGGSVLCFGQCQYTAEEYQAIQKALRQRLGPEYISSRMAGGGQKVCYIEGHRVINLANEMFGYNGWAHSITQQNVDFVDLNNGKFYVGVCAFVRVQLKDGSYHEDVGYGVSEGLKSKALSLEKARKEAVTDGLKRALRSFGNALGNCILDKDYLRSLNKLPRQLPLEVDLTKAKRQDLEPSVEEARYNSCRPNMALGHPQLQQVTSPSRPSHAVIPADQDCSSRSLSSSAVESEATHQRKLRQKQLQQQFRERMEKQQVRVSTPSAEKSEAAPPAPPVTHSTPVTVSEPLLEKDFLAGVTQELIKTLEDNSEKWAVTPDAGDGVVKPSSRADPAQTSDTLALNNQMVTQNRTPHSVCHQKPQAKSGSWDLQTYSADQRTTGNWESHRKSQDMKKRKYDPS
# CASP6 VEID inh = human caspase-6 inhibitors, primary screen, biochemical, VEID-R110 fluorescence, single point, set 2 | purified caspase-6, Z-VEID-R110 cleavage fluorescence | inhibition, % at 12.5 µM | hit rate 0.53% among 350,000 | AID 686996, 2013;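 active = mean inhibition across replicates at least about 35%, with every replicate also reaching that limit, limit read from the data; inconclusive = only one of the two criteria met; inactive = neither criterion met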;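 also: 0% = median of neutral control wells and 100% = no fluorescence left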
# CFTR F508del cor = F508del CFTR correction, initial screen, CFBE line, single point. CFBE cells, YFP halide quenching; stimulated with forskolin plus potentiator P3; % fluorescence drop versus neutral controls. activity (quench increase), % at 7.58 µM. hit rate 0.36% among 350,000. AID 720511, 2013;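 active = mean added fluorescence quench of at least 8% versus neutral control, with both replicates also reaching 8%; inconclusive = only one of the mean or replicate conditions met; inactive = mean below 8% and not both replicates reaching 8%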;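 also: cells transiently co-express mutant CFTR-F508del with the halide-sensitive YFP; corrector assay measuring rescue of mutant channel to the surface after 24 h compound exposure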
# E-sel inducer = E-selectin induction in HUVECs, primary screen, imaging, HUVEC, immunofluorescence imaging, single point; hit rate 0.37% among 260,000; activation, % at 7.58 µM; normalized: neutral wells 0, TNF-alpha wells 100;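 active = mean E-selectin-positive cell signal at least 10% of the positive control, reached in at least 60% of replicates, without over 20% cell loss; inconclusive = no rule given, readout overlaps actives, possibly toxicity-flagged; inactive = the rest, including those meeting only one limit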;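 also: in these data hits start at about 27%; measured in HUVEC primary endothelial cells; signal is the percent of cells scored E-selectin positive by PE staining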
# Target sequence (P16581 whole entry, looked up): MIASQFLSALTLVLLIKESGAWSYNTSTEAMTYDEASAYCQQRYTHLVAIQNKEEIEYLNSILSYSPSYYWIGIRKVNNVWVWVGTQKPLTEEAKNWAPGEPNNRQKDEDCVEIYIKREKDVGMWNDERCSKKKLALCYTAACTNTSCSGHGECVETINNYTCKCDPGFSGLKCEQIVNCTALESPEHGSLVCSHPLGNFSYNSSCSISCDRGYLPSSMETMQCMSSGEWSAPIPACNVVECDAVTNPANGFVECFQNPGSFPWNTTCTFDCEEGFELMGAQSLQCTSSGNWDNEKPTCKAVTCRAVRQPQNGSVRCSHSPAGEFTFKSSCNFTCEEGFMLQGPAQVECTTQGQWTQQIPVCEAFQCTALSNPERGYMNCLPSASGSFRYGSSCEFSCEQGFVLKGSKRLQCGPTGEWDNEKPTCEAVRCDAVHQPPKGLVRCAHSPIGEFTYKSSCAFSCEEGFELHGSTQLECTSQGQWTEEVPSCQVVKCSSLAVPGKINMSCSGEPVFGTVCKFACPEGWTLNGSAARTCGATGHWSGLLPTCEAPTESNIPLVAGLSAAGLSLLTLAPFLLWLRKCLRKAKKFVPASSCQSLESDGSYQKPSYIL
#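 Test system: HUVEC; input: 3,000 HUVEC/well; measured by: immunofluorescence imaging; read-out: % PE-positive cells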
# RAD54 branch = inhibitors of human RAD54 branch migration, primary screen, biochemical, fluorescence, single point | inhibition, % at 10.4 µM | DNA repair and recombination protein RAD54-like (Homo sapiens), Q92698 | hit rate 0.14% among 360,000 | AID 602329, 2012 | RAD54 Holliday junction branch migration, FAM/BHQ fluorescence;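 active = mean normalized replicate activity at least 40 and at least half of replicates scoring 40 or more; inconclusive = only one of the two criteria met; inactive = mean below 40 and under half of replicates reaching 40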;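 also: 0% = median of neutral control wells and 100% = median of positive control wells; inhibitors cause a drop in the FAM fluorescence signal; in these data hits start at about 50%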
# Numbers without * were called inactive; ? = inconclusive; . = no result given.
compound	XiGFP reactiv	DENV2 CPE	GSIS activator	RAD52 anneal inh	CASP6 VEID inh	CFTR F508del cor	E-sel inducer	RAD54 branch
CCn1c(SCc2ccccc2)nc2cc(S(N)(=O)=O)ccc21	0.1	-3	9	9	-4	-0.9	.	-2
CCOC(=O)N1CCN(C(=O)COC(=O)c2ccc([N+](=O)[O-])cc2Cl)CC1	0.2	-6	-13	-8	3	-0.6	.	-4
Cc1cc(C)c(NC(=O)COC(=O)C2CCC2)c(Cl)c1	0.5	-3	.	-16	14	-3.9	0.7	-3
O=C(O)CCS(=O)(=O)c1ccccc1Cl	0.3	-1	11	4	-1	-1.9	1.4	-9
O=C(CC(F)(F)F)N1C[C@@H]2[C@H](c3ccccc31)[C@@H](CO)N2C(=O)C1CC1	0.0	36*	-3	8	-3	-2.3	0.2	5
Cc1ccc(CNC(=O)CC(C)S(=O)(=O)c2cc3c(cc2C)NC(=O)CO3)cc1 (stereo not given)	0.3	?	4	-8	-1	1.7	-0.1	3
COCCN(C(=O)c1ccc(N2C(=O)c3ccccc3C2=O)cc1)c1c(N)n(CC(C)C)c(=O)[nH]c1=O	-0.1	3	3	-18	7	-3.3	2.2	-4
CC(=O)C[C@H]1c2ccccc2S(=O)(=O)N1C1CCCC1	0.4	-4	6	-13	-4	-2.9	-0.3	-8
COc1ccc(CCNC(=O)c2cc(COc3c(C)cccc3C)on2)c(OC)c1	0.2	-11	0	-3	-5	-1.6	.	-31
CCOc1ncccc1C(=O)NNC(=O)c1ccccc1-n1cccc1	0.1	-5	54*	-10	1	0.1	.	-2
O=C(Nc1ccc(Cl)cn1)c1ccc2[nH]c(=O)c(=O)[nH]c2c1	0.2	5	13	-9	2	-0.2	.	9
CC(OC(=O)c1cc(=O)c2ccccc2o1)C(=O)c1ccccc1 (stereo not given)	0.0	3	.	-10	1	-1.6	1.0	10
O=C(C[C@@H]1CC[C@@H]2[C@H](COC[C@H](O)CN2Cc2cc(F)cc(F)c2)O1)NCc1cccc(F)c1	0.0	22*	-13	2	-1	-1.4	0.2	-9
COc1ccc(C)cc1C(=O)CCC(=O)NCCc1ccc(S(N)(=O)=O)cc1	0.0	-1	-3	-9	5	1.3	0.0	8
Cn1c(SCC(=O)Nc2cccc(C(=O)O)c2)nnc1-c1cc2cc(Br)ccc2o1	0.0	-6	2	-8	3	1.7	.	4
COc1cccc(N2CCN(C(=O)CCNS(=O)(=O)c3ccc(F)c(F)c3)CC2)c1	0.0	7	.	-69	-1	2.0	0.7	-5
Cn1c(=O)c(C(=O)CCl)c(N)n(Cc2ccccc2)c1=O	0.1	-4	8	-14	-2	0.2	-0.1	1
O=C(Nc1ccccc1)N1CCCCN2[C@@H](CO)[C@@H](c3ccc(-c4ccccc4F)cc3)[C@@H]2C1	0.0	-11	-22	-36	1	-2.7	-0.6	9
C[C@@H]1CN([C@@H](C)CO)C(=O)c2cc(NC(=O)CCC(F)(F)F)ccc2O[C@@H](C)CCCCO[C@H]1CN(C)S(=O)(=O)c1cn(C)cn1	-0.1	-3	11	-1	-5	-0.6	-0.1	-5
Cc1cccc(CCNS(=O)(=O)c2ccc3c(c2)n(C)c(=O)c(=O)n3C)c1	0.1	-4	-9	-13	3	1.0	0.0	-6
O=P(c1ccccc1)(c1ccccc1)c1nc(-c2ccccc2)oc1NCc1ccccc1	0.0	-7	-8	-2	0	-6.6	1.6	.
CC(=O)N(CN1C(=O)CCC1=O)c1cccc(Cl)c1	0.0	-2	-7	-6	-1	-1.3	0.1	-4
CC(C)CC1C(=O)N(Cc2cn(CCC3OCCO3)nn2)CCS(=O)(=O)N1Cc1ccc(-c2cccc(N(C)C)c2)cc1 (stereo not given)	0.2	3	3	8	-2	0.1	0.5	.
O=C(NCC[C@H]1CC[C@@H](NC(=O)c2ccc3c(c2)OCO3)[C@@H](CO)O1)Nc1ccc(Cl)cc1	-0.5	4	-15	12	-1	-3.9	-0.6	0
CN(C)CCOC(=O)c1ccc2[nH]c3c(c2c1)CSCC3	-0.1	3	16	99*	-127	0.1	5.2	.
CCN(CC)CCCn1c2c(c(SCC(=O)Nc3ccc(F)c(F)c3)nc1=O)CCC2	0.1	0	-14	-10	-2	2.6	-0.7	-12
O=C(N[C@@H]1CC[C@H](CCn2cc(-c3ccc(F)cc3)nn2)O[C@H]1CO)c1cnccn1	-0.3	-4	11	-10	5	-2.0	-1.2	13
COC(=O)CNC(=O)CSc1nnc2cc(C)c3ccccc3n12	0.0	-1	.	-7	0	3.0	.	9
CC1CC(C)(C)NC(=S)N1CC(=O)NCc1ccc(F)cc1 (stereo not given)	0.0	0	-4	-13	-1	-1.6	1.7	.
Cc1ccccc1S(=O)(=O)NCC[C@@H]1CC[C@H](NC(=O)Nc2cccc(Cl)c2)[C@H](CO)O1	-0.3	-5	.	11	2	1.1	0.1	-1
C[C@H](CO)N1C[C@H](C)[C@H](CN(C)Cc2ccc(Oc3ccccc3)cc2)Oc2ccc(NC(=O)Nc3ccccc3)cc2C1=O	0.1	7	-10	22	1	-0.5	0.6	-6
COc1cccc(OCC(=O)Nc2ccccc2-c2ccccc2)c1	0.0	2	27	-5	-3	1.5	-0.6	.
O=c1sc(Nc2ccccc2)nc2ccccc12	0.1	6	-1	-11	3	-0.3	0.0	.
C[C@H]1CN([C@@H](C)CO)C(=O)c2cc(NC(=O)c3ccncc3)ccc2O[C@@H]1CN(C)S(C)(=O)=O	-1.2	20	13	-17	-2	0.1	0.2	4
Cc1ccc(N2NC(=O)/C(=C/C=C/c3ccco3)C2=O)cc1C	0.0	2	17	-26	23	-5.0	.	.
Cc1ccc(CCCOC(=O)C[N+]2(C)CCCCC2)cc1	0.2	2	14	-9	-4	-0.8	.	.
C[C@]1(C(=O)NCCN2CCOCC2)C=C[C@@H](Cc2ccccc2)N1C(=O)c1ccccc1	-0.2	?	11	-6	2	1.0	0.0	-4
CCC(=O)N(C)C[C@@H]1Oc2cc(-c3cccc(F)c3)ccc2S(=O)(=O)N([C@H](C)CO)C[C@H]1C	0.1	-10	-1	-3	-2	0.1	-0.1	1
OCCN1CCN(c2cc(-c3ccc(CO)cc3)nc3ccnn23)CC1	0.1	-2	.	13	-11	1.2	0.1	8
CCOc1ccccc1Oc1nc(-c2ccccc2O)nc2ccccc12	0.0	-5	-9	-15	-4	2.3	0.2	2
COc1cc2c(cc1OC)C1C/C(=N\O)C(CC(C)C)CN1CC2 (stereo not given)	.	.	9	-12	4	.	.	-1
COc1ccc(OCC(O)CNC(=O)c2ccc(C)cc2)cc1 (stereo not given)	0.1	14	5	-9	1	0.9	.	.
CN(C)C(=O)C[C@@H]1CC[C@H]2[C@@H](COC[C@H](O)CN2C(=O)c2ccncc2)O1	0.0	4	-3	2	-2	-2.5	-0.1	9
C[C@H](CO)N1C[C@H](C)[C@@H](CN(C)S(=O)(=O)c2ccc(Cl)cc2)Oc2ccc(NC(=O)C3CC3)cc2CC1=O	0.0	30*	-8	-6	2	-3.0	0.1	0
Cc1ccc(S(=O)(=O)Nc2ccc(Nc3nccn4c(-c5ccc6ccccc6c5)cnc34)cc2)cc1	-0.1	-8	.	-8	4	7.8	0.0	0
O=C(c1ccncc1)N1C[C@@H]2[C@H](c3ccccc31)[C@@H](CO)N2C(=O)c1ccccn1	0.1	7	-7	-12	.	-1.6	-0.5	7
COc1cccc(NCc2cc(=O)oc3cc(C)c(C(C)C)cc23)c1	0.0	?	-4	-22	-2	1.4	0.1	4
O=C(CCN1CCCCC1)N[C@@H]1CC[C@@H](CCNS(=O)(=O)c2ccc(F)cc2)O[C@H]1CO	0.3	-6	2	5	0	3.5	2.0	3
CN(CC(=O)Nc1ccc(Cl)cc1)C(=O)c1ccc(-n2cncn2)c([N+](=O)[O-])c1	0.3	6	-3	-10	2	1.4	1.0	.
COc1cc(/C=C/C(=O)O)cc(S(=O)(=O)Nc2cccc(SC)c2)c1OC	0.0	-4	8	2	0	.	0.0	-5
COc1ccc(-c2cc(NC(C)=O)c3ncc(-c4cccc(C(F)(F)F)c4)n3c2)c(OC)c1	-0.2	-1	-1	-5	-3	-4.0	0.2	1
Cc1ccccc1S(=O)(=O)N1CC[C@@H]2[C@H](CO)Nc3ccc(-c4ccccc4)cc3[C@@H]21	0.1	2	2	7	-1	-1.5	-0.6	-2
Cc1noc(C)c1S(=O)(=O)N(C)C[C@@H]1OCCCC[C@H](C)Oc2ccc(N(C)C)cc2C(=O)N([C@H](C)CO)C[C@H]1C	0.1	0	0	22	1	-3.5	0.2	-5
O=C(O)c1ccc(OCc2cn3ccccc3n2)cc1	-0.1	0	3	-15	-7	0.7	.	.
O=C(NC1CCCCC1)N[C@H]1C=C[C@H](CC(=O)N2CCOCC2)O[C@@H]1CO	0.5	2	15	-16	-2	2.0	2.3	-10
Cc1cc(S(=O)(=O)NCC(C)C)ccc1OCC(=O)NCc1ccco1	0.0	19	-3	-10	5	0.5	-0.2	5
C[C@H](CO)N1C[C@H](C)[C@H](CN(C)S(=O)(=O)c2ccc(F)cc2)OCCCC[C@H](C)Oc2ccc(NS(=O)(=O)c3ccccc3)cc2C1=O	0.3	2	-20	20	2	3.7	0.1	-5
COc1ccc(NC(=O)C2(C)Cc3c(-c4ccc(NC(C)=O)cc4)ccnc3O2)cc1 (stereo not given)	-0.1	0	-17	3	4	-1.8	0.2	1
C[C@H]1CN([C@@H](C)CO)C(=O)c2cc(C#CC3CCCCC3)cnc2O[C@H]1CN(C)Cc1ccncc1	-0.9	-6	-13	-3	0	-0.5	2.0	5
CNc1nc(OCC#N)nc(N2CCCCC2)n1	0.3	-4	44*	-17	-4	-0.3	.	.

# (continued)
compound	XiGFP reactiv	DENV2 CPE	GSIS activator	RAD52 anneal inh	CASP6 VEID inh	CFTR F508del cor	E-sel inducer	RAD54 branch
COc1ccc2c3c([nH]c2c1)[C@H](CO)N(C(=O)c1cccnc1)CC31CN(C(=O)NC(C)C)C1	0.2	-5	11	-8	2	1.6	-0.3	.
Cc1cccc(CC(=O)NCCS(=O)(=O)N2CCN(c3ccccc3)CC2)c1	0.0	-11	18	-81	-2	-0.3	0.0	5
COC(=O)CN1C(=O)C(O)(CC(=O)c2ccc(Cl)cc2)c2ccccc21 (stereo not given)	0.0	-2	-8	-26	2	1.0	.	-2
Cc1cc(C)n(Cc2ccc(C(=O)NN)o2)n1	0.1	-2	-10	-17	4	.	.	.
O=C(C[C@@H]1C[C@H]2c3cc(NC(=O)NC4CCCCC4)ccc3O[C@H]2[C@H](CO)O1)NCCc1ccccc1	0.1	-3	14	5	1	-3.4	0.9	4
CC1CCN(C(=O)CSC2=NS(=O)(=O)c3cc(F)ccc3N2)CC1	0.1	-9	4	-12	1	0.7	1.5	-15
